High-throughput results: PubChem BioAssay, several laboratories
sdo1 growth – compounds rescuing growth of sdo1-depleted yeast, bone marrow failure model; S. cerevisiae sdo1-depleted JHY4D growth rescue, OD600 30 h; hits give high values; pdr5 snq2 efflux-pump mutant strain; z-score at 10 µM; 140,000 tested, 0.21% active; AID 817;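 active = z-score above 3 at both the 24 hr and the 30 hr optical density reads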;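 note: z-score against mean and SD of all compound wells on the same plate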
Insulin prom inh – TRM-6 insulin promoter activity inhibition; AID 1273; TRM-6 cells (human fetal islet line), insulin promoter-eGFP reporter, imaging; reporter expression induced with tamoxifen; inhibition, % at 2 µM; 130,000 tested, 0.9% active;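 active = inhibition above the mean plus 3 SD, with well images judged a real hit on visual review, cut at about 60% in these data, passing the limit was not always enough; inconclusive = inhibition over the cutoff but images rejected on review; inactive = inhibition not above the cutoff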
sdo1 growth Rescue 24 h – also measured in sdo1 growth; calls as there; z-score; S. cerevisiae sdo1-depleted JHY4D growth rescue, OD600; measured here: growth rescue at 24 h;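 0 is the plate mean of compound wells and units are plate SD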
* = called active by the depositor; ? = inconclusive; · = not tested or not shown.

| Compound | sdo1 growth | sdo1 growth Rescue 24 h | Insulin prom inh |
| --- | --- | --- | --- |
| COc1cccc(C(=O)CSc2nc3ccccc3n2CC(=O)N(C(C)C)C(C)C)c1 | -0.78 | 0.51 | 38 |
| CCOC(=O)N1CCN(C(=O)C2CCC(=O)N2C(C)C)CC1 (stereo not given) | -0.34 | -0.45 | · |
| Cc1noc(C)c1CSc1nnc(C)c(=O)[nH]1 | 1.6 | 1.4 | 78* |
| CC(=O)OCC(=O)C1=CCC2C3CCC4=CC(=O)C=CC4(C)C3(F)C(OC(C)=O)CC12C (stereo not given) | · | · | 32 |
| Cc1cc(C)c2nc(NC(=O)c3ccc4c(=O)n5c(nc4c3)CCCCC5)sc2c1 | 0.23 | 1 | · |
| CCn1ncc(Br)c1C(=O)Nc1cccc(F)c1 | · | · | -73 |
| Cc1cc(=O)[nH]c(CN2CCC(c3ccccc3)CC2)n1 | · | · | -55 |
| COc1ccc(/C=C/C(=O)C2C(=O)C=C(C)OC2=O)cc1O (stereo not given) | 0.01 | -0.18 | · |
| COc1ccc(NC(=O)COC(=O)c2c3c(nc4ccccc24)CCCC3)cc1Cl | -2.1 | -1.4 | 38 |
| O=[N+]([O-])c1ccc(N2CCCC2)cc1NC(c1ccccc1)c1ccccc1 | -0.32 | 0.07 | 0 |
| O=C(NC1(C(F)(F)F)Oc2ccccc2O1)N1CCCC1 | -0.29 | -0.31 | -20 |
| Cc1nnc(SCC(=O)Nc2sc3c(c2C(=O)c2ccccc2)CCCC3)s1 | 0.52 | 0.32 | -22 |
| CN1CCCCCC1=Nc1ccccc1C#N | 1.3 | 1.8 | 23 |
| CCC(C(=O)Nc1ncc(C)s1)c1ccccc1 (stereo not given) | · | · | 11 |
| CCC(C)(C)NC(=O)c1ccc2c(c1)N(CC(=O)OC)C(=O)C(C)(C)O2 | -0.98 | -1.6 | -22 |
| CCOC(=O)C(O)(NC(=O)c1cccnc1)C(F)(F)F (stereo not given) | 8.1* | 12* | · |
| COC1=C(Nc2ccc(OC)cc2)C(=O)c2ccccc2C1=O | -0.15 | 0.05 | 7 |
| COc1ccc(-n2c(=O)cc(N3CCc4ccccc43)[nH]c2=O)cc1 | 0.58 | 0.53 | 33 |
| COc1ccccc1Sc1nc(-c2ccccc2)ncc1OC | · | · | 13 |
| COc1ccc(C(=S)N2CCOCC2)cc1OC(=O)c1cc([N+](=O)[O-])c(C)c([N+](=O)[O-])c1 | 0.42 | -0.08 | 26 |
| CCOC(=O)c1c(C)[nH]c(C(=O)COC(=O)CNC(=O)c2ccc(Cl)cc2)c1C | 0.85 | 0.75 | -12 |
| COc1cccc(NC(=O)CSc2nc3c(c(=O)n2C)SC(C)C3)c1 (stereo not given) | 0.95 | 1.9 | 0 |
| CCN(CC(O)COCc1ccc(Cl)cc1)C1CCCCC1 (stereo not given) | · | · | -64 |
| CC1(C)N=C(/C=N/O)C=[N+]1[O-] | 0.7 | 0.24 | 28 |
| O=C(NCc1ccccc1)c1ccccc1OCC(=O)N1CCCCC1 | 0.05 | 0.18 | -35 |
| O=C(NC(=S)NCCc1ccccc1)c1ccco1 | -0.64 | 0.18 | -26 |
| CCS(=O)(=O)Nc1ccc(C2=NN(C(=S)Nc3ccccc3)C(c3ccco3)C2)cc1 (stereo not given) | -0.39 | -0.45 | · |
| CC(=O)Nc1ccccc1OCC(=O)NC(C)c1ccc(F)cc1 (stereo not given) | 2 | 1.7 | · |
| CCCCOc1ccc(CNn2c(C)nc3ccccc3c2=O)cc1 | -0.17 | 0.79 | · |
| COc1ccc(NC(=O)CCN2CCCCCC2)c(OC)c1 | 0.49 | 0.95 | -15 |
| CCOC(=O)N1CCN(c2ccc(F)cc2[N+](=O)[O-])CC1 | 1.1 | 0.38 | -25 |
| Cc1cccc(NC(=O)Cn2nnc(-c3cccs3)n2)c1C | -0.26 | -0.42 | · |
| CCN(CC)S(=O)(=O)c1cc(C(=O)Oc2cccc(-c3cnc4ccccc4n3)c2)ccc1OC | -0.43 | -0.73 | · |
| Cc1ccc(/C=N\NC(=O)C2COc3cc4ccccc4cc3O2)o1 (stereo not given) | -1.2 | -1.2 | 42 |
| COC(=O)c1cc(CSc2nnc(NC3CCCCC3)s2)oc1C | -0.24 | -0.13 | 18 |
| CC(=O)c1cccc(NC(=O)C2CC(c3ccc(F)cc3)=NO2)c1 (stereo not given) | 0.6 | 0.45 | 42 |
| CCOC(=O)c1[nH]c(C)c(/C(O)=C2\C(=O)C(=O)N(CCN(C)C)C2c2ccncc2)c1C (stereo not given) | 0.1 | 0.66 | -3 |
| Cc1ccc(-c2noc(CC(c3ccccc3)c3ccccc3)n2)cc1 | 0.46 | 1.1 | 23 |
| O=C(/C=C/N1CCOCC1)c1ccc(-c2ccccc2)cc1 | 0 | -0.8 | 60 |
| Cc1nn(C)cc1CNC(=O)c1cccc(Br)c1 | 1.1 | 1.4 | ? |
| CCCC1O[C@@H]2CC3C4CCC5=CC(=O)C=C[C@]5(C)C4C(OC(C)=O)C[C@]3(C)[C@]2(C(=O)COC(C)=O)O1 (stereo not given in full) | 0.25 | 0.58 | -11 |
| NC(=O)CN1C(=O)C(O)(CC(=O)c2ccccc2O)c2ccccc21 (stereo not given) | 0.29 | 0 | · |
| Cc1nnc(SCC(=O)N/N=C/c2cc(Cl)c(O)c(Cl)c2)s1 | 0.11 | 0.27 | · |
| CCC(=O)Nc1nn(C)c2nc3c(C)cccc3cc12 | -0.17 | -0.11 | -14 |
| O=C(OCCN1CCOCC1)c1ccc(OCCN2CCOCC2)cc1 | 1.3 | 1.2 | -2 |
| Cc1cc(C)c(N=C2CCCN2Cc2ccccc2)c(C#N)c1 | -0.99 | -0.85 | -5 |
| CCOC(=O)CSc1nc2cc(OC)ccc2cc1C#N | -1 | -1.4 | 94* |
| Cc1cc(O)c(C(C)C)cc1NC(=O)c1ccccc1Cl | -0.94 | -0.82 | -28 |
| CC1(C)C(c2cccs2)=[N+]([O-])C2(CCCCC/C2=N\O)N1O (stereo not given) | -0.23 | -0.05 | 2 |
| OC(CNCc1ccccc1)(c1ccc(F)cc1)c1ccc(F)cc1 | 0.29 | 0.54 | · |
| CCOc1ccccc1NC(=O)CSc1nc(N)c(C#N)cc1C#N | -1 | -0.69 | · |
| O=S(=O)(c1ccccc1)N1CCC(O)(CSc2ccc(Cl)cc2)CC1 | 0.39 | -0.12 | -57 |
| Cc1ccccc1-c1nc(CN2CCC(C(=O)NCCCN3CCCC3)CC2)c(C)o1 | 0.55 | 0.75 | -50 |
| Cn1c(=O)c2cc(S(=O)(=O)NCCC(=O)NCc3ccccc3Cl)ccc2n(C)c1=O | 0.95 | 0.41 | -127 |
| Cc1ccc(NC(=O)/C(C#N)=C/c2ccccc2C(F)(F)F)cc1 | 0.56 | 0.64 | -315 |
| CCOc1ccc(CCNS(=O)(=O)c2c(C)n[nH]c2C)cc1OCC | 2 | 1.3 | · |
| Cn1/c(=N\NC(=O)c2ccccc2Cl)sc2ccccc21 | · | · | -20 |
| CN=C1SC(CC(=O)Nc2sc3c(c2C#N)CCCC3)C(=O)N1C (stereo not given) | 0.06 | -0.01 | -18 |
| Cc1ccc2cc(-c3noc(C4CCCO4)n3)c(=O)[nH]c2c1 (stereo not given) | -0.03 | -0.45 | · |
| CCN1C(=O)C(Cc2nc3ccccc3c(=O)n2C)c2ccccc21 (stereo not given) | 0.81 | 0.95 | 15 |

More structures
| Compound | sdo1 growth | sdo1 growth Rescue 24 h | Insulin prom inh |
| --- | --- | --- | --- |
| COCCNC(=O)/C(C#N)=C1\N=C(N)c2ccccc21 | -1.1 | -1.8 | 24 |
| O=C(NNC(=O)C1CC1c1ccccc1)Nc1ccccc1 (stereo not given) | 1.7 | 0.67 | 0 |
| O=C(NNC(=S)NC1CCCCC1)c1cccc(S(=O)(=O)Nc2ccccc2Cl)c1 | -0.4 | -0.98 | 43 |
| C=CCn1c(N)cc(=O)nc1SCC(=O)N1CCN(c2ccc(F)cc2)CC1 | 0.08 | -0.44 | 0 |
| CN(C)CCOCCOc1ccccc1-c1ccccc1 | 0.76 | 0.65 | -10 |
| CCC(=O)N(C)CCc1cc2c(c(OC)c1/C=N/NC(=O)c1ccc(Br)cc1)OCO2 | 0.14 | -0.32 | -43 |
| COc1cc(/C=C2\C(=O)N(c3ccc(S(N)(=O)=O)cc3)N=C2C)ccc1OC(=O)c1ccco1 | · | · | -21 |
| COC(=O)CSc1ccc(S(=O)(=O)N2CCC(C)CC2)cc1[N+](=O)[O-] | -0.19 | 0.84 | 36 |
| O=C1c2cccc3cccc(c23)C(=O)N1CCN1CCN(C(=S)Nc2ccc(F)cc2)CC1 | 0.45 | 0.42 | -4 |
| Cc1ccc(-c2c(C(=O)N(C)Cc3ccccc3)oc(=O)c3ccccc23)cc1 | -0.94 | 0.03 | -15 |
| COC(=O)c1[nH]c2ccc(F)cc2c1NC(=O)CCN1CCN(C(=O)c2ccco2)CC1 | -0.8 | -1.1 | · |
| CCOC(=O)c1cc2sc(C)cc2n1CC(=O)N(CC)CC | 0.7 | 0.81 | -8 |
| Cc1cc(Br)ccc1NC(=O)CN1C(=O)CCC1=O | 1.5 | 0.61 | 8 |
| CCN(CC)S(=O)(=O)c1ccc2c(c1)N(CC(=O)Nc1cccnc1Cl)C(=O)CO2 | · | · | 14 |
| Cc1cc(SC#N)cc(C)c1NC(=O)CCl | -2.1 | -1.4 | · |
| Cc1cc(C(=O)Nc2nnc(C3CCCCC3)s2)cs1 | 0.24 | 1.6 | 25 |
| COCCCNC(=S)N1CCCN(c2nc3c(C)c(C)ccc3cc2C#N)CC1 | · | · | 0 |
| Cc1ccc(NC(=O)C(C)N2CCOCC2)c(C(=O)c2ccccc2)c1 (stereo not given) | 0.1 | 0.24 | -25 |
| O=c1cc(CSc2ccc([N+](=O)[O-])cc2)nc2sccn12 | · | · | 9 |
| Cc1noc(/C=C/N(C)C)c1S(=O)(=O)N1CCCC(C(=O)NCc2ccc(F)cc2)C1 (stereo not given) | 0.98 | 0.45 | · |
| COc1ccc(CCN(C)CCC(=O)Nc2ccc(C)cc2)cc1OC | 0.19 | -0.87 | 0 |
| COc1cccc2cc(-c3nnc(SCC(=O)NCc4ccccc4)n3C)oc12 | 0.05 | -0.1 | -31 |
| Cc1nc2sc(C)c(C)c2c(=O)o1 | 1.3 | 1.7 | 20 |
| Cc1onc(-c2c(Cl)cccc2Cl)c1C(=O)NCCN1CCOCC1 | -0.68 | -1.5 | 67 |
| CC(=O)c1ccc(OCCCC(=O)OCc2nnc(-c3ccc(Cl)cc3)o2)cc1 | -0.97 | -1.4 | 5 |
| CCNC(=S)N/N=C/c1cccc(OCc2c(F)cccc2Cl)c1 | -1.4 | -1.4 | · |
| CCc1c(-c2ccccc2)nc2nc(C)c(C)nn12 | -0.57 | -0.2 | · |
| FC(F)(F)c1cccc(Cn2c3[n+](c4ccc(C(F)(F)F)cc42)CCCCC3)c1 | · | · | -21 |
| CCC(C)C(NC(=O)C1CCC(C)CC1)C(=O)NC(CCSC)C(=O)OC (stereo not given) | 0.14 | 0.01 | -17 |
| CC1CCCCN1CCNS(=O)(=O)c1ccc2c(c1)oc(=O)n2C (stereo not given) | 1.5 | 0.64 | -14 |

Sorted by length of the SMILES (highest first): 4 of the compounds above.
| Compound | sdo1 growth | sdo1 growth Rescue 24 h | Insulin prom inh |
| --- | --- | --- | --- |
| COC(=O)c1[nH]c2ccc(F)cc2c1NC(=O)CCN1CCN(C(=O)c2ccco2)CC1 | -0.8 | -1.1 | · |
| FC(F)(F)c1cccc(Cn2c3[n+](c4ccc(C(F)(F)F)cc42)CCCCC3)c1 | · | · | -21 |
| Cc1ccc(-c2c(C(=O)N(C)Cc3ccccc3)oc(=O)c3ccccc23)cc1 | -0.94 | 0.03 | -15 |
| COCCNC(=O)/C(C#N)=C1\N=C(N)c2ccccc21 | -1.1 | -1.8 | 24 |

Further entries follow.
| Compound | sdo1 growth | sdo1 growth Rescue 24 h | Insulin prom inh |
| --- | --- | --- | --- |
| C#CC[N+]1(CC#Cc2ccccc2)CCOCC1 | 0.73 | 0.78 | -21 |
| CCOC(=O)c1c(C)nc2sc3c(=O)n(-c4ccc(C)cc4)cnc3c2c1-c1ccc(OC)cc1 | 0.19 | 1.5 | · |
| CN(CC(=O)N1CCCCC1)S(=O)(=O)c1ccc(Cl)cc1 | · | · | 16 |
| COc1ccc(Cl)cc1NC(=O)c1oc(C)nc1C | -0.6 | -1.4 | -56 |
| Cc1[nH]n(-c2ccccc2)c(=O)c1C(C[N+](=O)[O-])c1ccc(Br)cc1 (stereo not given) | -1.5 | -0.57 | 27 |
| Cc1ccc(NC(=O)c2cc([N+](=O)[O-])ccc2Cl)c(O)c1 | · | · | 38 |
| Cc1ccc(C(=O)C2CCN(CC(=O)NC3CCCCC3)CC2)cc1 | 0.2 | 0.54 | · |

Another view of some results above.
> COc1ccc(-n2c(=O)cc(N3CCc4ccccc43)[nH]c2=O)cc1
  sdo1 growth: 0.58
  sdo1 growth Rescue 24 h: 0.53
  Insulin prom inh: 33

> COc1ccccc1Sc1nc(-c2ccccc2)ncc1OC
  sdo1 growth: ·
  sdo1 growth Rescue 24 h: ·
  Insulin prom inh: 13

> COc1ccc(C(=S)N2CCOCC2)cc1OC(=O)c1cc([N+](=O)[O-])c(C)c([N+](=O)[O-])c1
  sdo1 growth: 0.42
  sdo1 growth Rescue 24 h: -0.08
  Insulin prom inh: 26

> CCOC(=O)c1c(C)[nH]c(C(=O)COC(=O)CNC(=O)c2ccc(Cl)cc2)c1C
  sdo1 growth: 0.85
  sdo1 growth Rescue 24 h: 0.75
  Insulin prom inh: -12

Entries of single compounds from above. Order of screens: sdo1 growth | sdo1 growth Rescue 24 h | Insulin prom inh
COc1ccc(Cl)cc1NC(=O)c1oc(C)nc1C is listed with -0.6 | -1.4 | -56
CCOC(=O)c1c(C)nc2sc3c(=O)n(-c4ccc(C)cc4)cnc3c2c1-c1ccc(OC)cc1 is listed with 0.19 | 1.5 | ·

This is a subset; rates above refer to the full screens.
